# Screening results as filed in PubChem BioAssay.
# hERG protect = hERG rescue from dofetilide block, primary screen, cell-based, CHO-hERG, FluxOR thallium flux, dofetilide IC70. activation (rescue from dofetilide block), less the hit threshold, % at 10 µM. Voltage-gated inwardly rectifying potassium channel KCNH2 (Homo sapiens), Q12809. actives 0.51% (n = 310,000). dofetilide IC70 present;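 active means activation above the mean of controls blocked by dofetilide plus 5 SD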;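 further: thallium influx through hERG after potassium depolarization seen as dye fluorescence rise; in these data hits start at about 4.7%; inactives centre near -7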
# KCNQ1 inh = inhibitors of human KCNQ1 channel, primary screen, cell-based, thallium flux, high-throughput. Potassium voltage-gated channel subfamily KQT member 1 (Homo sapiens), P51787. CHO-K1 KCNQ1, FluxOR thallium flux fluorescence; stronger effect = higher value. B-score at 10 µM. actives 1.3% (n = 310,000). AID 2642, 2010;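 active means compounds whose thallium flux B-score, printed positive for inhibition, exceeds three library SD while starting fluorescence stays within three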;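 further: channel opened by potassium depolarization with thallium stimulus after 20 min compound exposure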
# Target sequence (P51787 whole entry, looked up): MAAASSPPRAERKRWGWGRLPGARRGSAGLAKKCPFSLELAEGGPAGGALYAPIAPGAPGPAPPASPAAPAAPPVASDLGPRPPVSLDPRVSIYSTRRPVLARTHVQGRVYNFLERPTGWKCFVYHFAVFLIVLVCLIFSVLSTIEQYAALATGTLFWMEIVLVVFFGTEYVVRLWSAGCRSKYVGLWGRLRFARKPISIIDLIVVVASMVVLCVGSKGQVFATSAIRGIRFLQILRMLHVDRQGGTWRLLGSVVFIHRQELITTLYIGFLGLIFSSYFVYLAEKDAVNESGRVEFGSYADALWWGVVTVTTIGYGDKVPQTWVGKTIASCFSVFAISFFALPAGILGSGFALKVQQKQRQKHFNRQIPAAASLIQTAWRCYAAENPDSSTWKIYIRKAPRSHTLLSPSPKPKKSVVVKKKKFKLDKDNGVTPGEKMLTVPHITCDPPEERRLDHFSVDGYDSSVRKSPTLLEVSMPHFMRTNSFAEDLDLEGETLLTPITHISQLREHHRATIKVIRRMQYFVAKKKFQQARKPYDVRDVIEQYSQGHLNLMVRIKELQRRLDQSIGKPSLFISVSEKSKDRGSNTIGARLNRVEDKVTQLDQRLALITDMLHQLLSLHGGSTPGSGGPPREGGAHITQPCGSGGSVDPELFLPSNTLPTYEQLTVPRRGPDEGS
# PolyA inhibitor = polyadenylation inhibitors in yeast reporter cells, primary screen, luminescence, S. cerevisiae; S. cerevisiae SKY197-pL101 polyadenylation reporter, beta-gal luminescence; efflux-impaired pdr1/pdr3 knockout yeast; score 100 = 6 SD above DMSO; calls only at 12 µM; actives 0.02% (n = 300,000); AID 1875, 2009;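 active means lowest replicate activity score at least 50, where 100 means six control SD above control mean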;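 further: yeast exposed to compound for 9 h at 30 °C; higher score means more reporter readthrough which indicates perturbed polyadenylation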
# GSK3beta inhib = human GSK3beta kinase inhibitors, primary screen, biochemical, cell-free homogeneous, HTS | actives 0.038% (n = 300,000) | GST-GSK3beta kinase, ADP-Glo luminescence, 60 min; stronger effect = lower value | Glycogen synthase kinase-3 beta (Homo sapiens), P49841 | activity score (negative = inhibition), % at 10 µM;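 active means more than half of replicate wells score below -50%, meaning over 50% inhibition versus plate controls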;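 further: 0% = median DMSO wells and -100% = median GW8510 positive control wells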
# Target sequence (P49841 whole entry, looked up): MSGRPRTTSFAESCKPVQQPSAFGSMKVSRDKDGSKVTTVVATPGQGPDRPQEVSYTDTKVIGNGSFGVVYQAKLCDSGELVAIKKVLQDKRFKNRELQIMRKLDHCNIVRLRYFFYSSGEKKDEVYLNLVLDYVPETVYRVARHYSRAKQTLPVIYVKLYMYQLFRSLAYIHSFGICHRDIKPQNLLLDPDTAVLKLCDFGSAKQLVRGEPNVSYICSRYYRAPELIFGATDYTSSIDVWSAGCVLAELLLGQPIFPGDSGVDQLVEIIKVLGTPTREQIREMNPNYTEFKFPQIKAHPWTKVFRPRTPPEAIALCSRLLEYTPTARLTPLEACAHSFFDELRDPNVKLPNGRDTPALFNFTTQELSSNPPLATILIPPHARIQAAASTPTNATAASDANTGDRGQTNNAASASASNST
#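 Assay system: GST-tagged human GSK3beta kinase, cell-free; Input: 1.6 ng GSK3beta; Medium: Tris/MgCl2 kinase buffer; Timing: 60 min enzyme reaction, room temperature; Signal: ADP-Glo luminescence quantifying ADP generated by kinase; Evaluation: score relative to plate controls; Benchmarks: DMSO neutral wells and GW8510 at 20 µM as positive.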
# RGS4 block = RGS4 inhibitors, primary screen, cell-based, HEK293 M3R inducible RGS4, calcium flux; Fluo-4 calcium flux; stronger effect = higher value; triggered by carbachol at its EC20; B-score at 10 µM; actives 0.45% (n = 310,000); AID 463165, 2010;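 active means B-score, a plate-corrected calcium signal, over three deviations above library mean, with baseline fluorescence within five deviations of library mean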;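 further: RGS4 expression induced by doxycycline in cells with stable M3 receptor; B-score is computed from the integrated fluorescence ratio over baseline after carbachol; higher B-score means a larger calcium signal and so more RGS4 inhibition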
# KCNK9 block = KCNK9 potassium channel inhibitors, primary screen, HEK293 cells, thallium flux | Potassium channel subfamily K member 9 (Homo sapiens), Q9NPC2 | AID 488922, 2010 | B-score at 10 µM | FluxOR thallium flux fluorescence; stronger effect = lower value | actives 1.2% (n = 310,000);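 active means ratio B-score over 3 SD below the library mean, with starting fluorescence within 5 SD of its mean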;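 further: negative B-score means less thallium flux so channel inhibition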
# KCNQ1 act = potentiators or activators of KCNQ1 channel, primary screen, cell-based, thallium flux, high-throughput. Potassium voltage-gated channel subfamily KQT member 1 (Homo sapiens), P51787. CHO-K1 KCNQ1, thallium flux FluxOR fluorescence; stronger effect = higher value. B-score at 10 µM. actives 0.35% (n = 310,000). AID 2648, 2010;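 active means fluorescence ratio B-score, a plate-corrected score, at least three library SD, with initial intensity B-score within 5 SD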
#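 System: Stable KCNQ1 CHO-K1 line | Incubation: 90 min dye loading and 20 min compound exposure, both at room temperature | Measure: Ratio B score | Medium: Assay buffer for compound exposure, DMSO matched across wells | Compound dosing: Single-concentration screen | Probe or stimulus: K+/Tl+ depolarizing stimulus | Measured by: Kinetic FluxOR fluorescence, 10 s baseline plus 110 s post-stimulus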
# GSK3A inh = blockers of GSK3A enzyme activity – biochemical, luminescence, cell-free homogeneous, HTS, primary screen; inhibition, % at 10 µM; GSK-3 alpha kinase, ADP-Glo luminescence, 60 min; Glycogen synthase kinase-3 alpha (Homo sapiens), P49840; actives 0.1% (n = 320,000);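 in the data active means inhibition above about 50%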;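 further: GST-tagged GSK-3 alpha with peptide substrate and 25 µM ATP; 0% = DMSO neutral wells and 100% = GW8510 positive control wells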
# KCNK3 block = human KCNK3 channel inhibitors, primary screen, CHO cells, FluxOR thallium flux, B-score | FluxOR fluorescence; stronger effect = lower value | actives 0.84% (n = 340,000) | B-score at 10 µM | Potassium channel subfamily K member 3 (Homo sapiens), O14649 | AID 602410, 2012;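 active means B-score under library mean minus 4 SD, starting fluorescence ratio at most library mean plus 5 SD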;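 further: more negative B-score means stronger inhibition of thallium flux through KCNK3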
# Dyrk1A ADPGlo = rat Dyrk1A kinase inhibitors, primary screen, biochemical, single point, plate reader; Dual specificity tyrosine-phosphorylation-regulated kinase 1A (Rattus norvegicus), Q63470; ADP-Glo luminescence, NFATc1 peptide; inhibition, % at 12.5 µM; actives 0.43% (n = 310,000); AID 504441, 2011; in the data active means inhibition above about 50%;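 further: plate controls were vehicle with enzyme for no effect and no enzyme for full effect; many of its hits are not listed in these tables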
# RGS4 pot = RGS4 potentiators or activators, primary screen, cell-based, HEK293 M3R inducible RGS4, calcium flux; actives 0.92% (n = 310,000); B-score at 10 µM; AID 463111, 2010; carbachol calcium flux Fluo4; stronger effect = lower value;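 active means B-score of the integrated calcium signal more than 4 SD below the library mean, with starting fluorescence not abnormally high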;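 further: negative B-score means reduced calcium response which marks RGS4 activation or potentiation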
#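 System – HEK293 FlpIn-TREx cells, stable M3R, doxycycline-inducible RGS4 · Reagent – ECmax carbachol challenge · Times – compound preincubation 20 min at room temperature before agonist · Technique – Fluo4 fluorescence kinetic imaging of calcium · Measure – B score of integrated Fluo4 ratio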
# The depositor's hits bear a star; i = inactive; . = no result given. Only part of the results is shown (hit frequency here may not be typical).
# Each structure is followed by: RGS4 pot, KCNK9 block, PolyA inhibitor, KCNK3 block, GSK3beta inhib, Dyrk1A ADPGlo, KCNQ1 act, KCNQ1 inh, RGS4 block, hERG protect, GSK3A inh
COc1cc(C(=O)N[C@@H](C)C(=O)N2CCC3(CC2)NCCc2[nH]cnc23)cc(OC)c1OC
 : i, i, i, i, 1, 2, i, i, i, -4, -2
COc1cc(NC(=O)CN(C)S(=O)(=O)c2ccc(-c3ccc(=O)[nH]n3)s2)cc(OC)c1
 : i, i, i, i, 2, -5, i, i, i, -8, -1
Cc1cccn2c(/C=N/OCc3cccc(F)c3)c(-c3ccc(Cl)cc3)nc12
 : i, i, i, i, 2, -1, i, i, i, -20, 0
COc1ccc(/C=N/NC(=O)CC(=O)NCc2cccnc2)c(OC)c1
 : i, i, i, i, 1, -1, i, i, i, -9, 0
COc1cc(OC)cc(C(=O)NCC2CCCN(C(=O)c3oc(C)cc3C)C2)c1 (configuration not stated)
 : i, i, i, i, 1, -4, i, i, i, -6, 1
Cc1occc1-c1nnc(SCC(=O)NCCc2ccccc2)n1C(C)c1ccccc1 (configuration not stated)
 : i, i, i, i, 1, -5, i, i, i, -10, 2
Cc1ccc(C(=O)NNC(=O)OC(C)(C)C)c(Cl)c1
 : i, i, i, i, 9, 0, i, i, i, -4, 1
CC(C)(O)C#Cc1ccc(C(=O)N2CCN(C(=O)c3ccco3)CC2)cc1
 : i, i, i, i, 1, -2, i, i, i, -16, -4
O=C(NCc1ccco1)c1ccccc1-c1nc(-c2ccc(F)cc2)no1
 : i, i, i, i, -1, -4, i, i, i, -16, 1
COc1ccc(CCN2CC(C(=O)N3CCN(C(C)=O)CC3)CCC2=O)cc1 (configuration not stated)
 : i, i, i, i, 4, -3, i, i, i, -8, 1
Cc1cc(NC(=O)CCC2COc3ccccc3O2)no1 (configuration not stated)
 : i, i, i, i, -2, -6, i, i, i, -5, -2
O=C(CCC(=O)N(CC(=O)NC1CCCC1)C1CCCCC1)Nc1ccccn1
 : i, i, i, i, 1, 0, i, i, i, -8, 2
Cc1ccc(S(=O)(=O)NCC(=O)NCCc2c[nH]c3ccccc23)cc1C
 : i, i, i, i, -1, -5, i, i, i, -7, 0
CCOC(=O)C1=C(CSc2n[nH]c(N)n2)NC(=O)NC1C (configuration not stated)
 : i, i, i, i, 0, -1, i, i, i, -8, -1
Cc1cc(=O)oc(C)c1C(=O)NCC1CCCO1 (configuration not stated)
 : i, i, i, i, 1, -6, i, i, i, -12, .
CCN(CC)S(=O)(=O)c1ccc(N2CCCC2)c(NS(=O)(=O)c2ccc(OC)cc2)c1
 : i, i, i, i, 2, -1, i, i, i, -9, -1
COc1ccc(C(=O)N2CCCCCC2)cc1S(=O)(=O)N1CCOCC1
 : i, i, i, i, 0, -9, i, i, i, -4, 1
Cc1ccc(OCC(=O)N2CCN(C(=O)c3ccco3)CC2)cc1
 : i, i, i, i, 2, ., i, i, i, -3, 0
Cc1ccc(S[C@@H](CCN2CC[C@H](NC(=O)OCc3ccccc3)CCC2=O)c2ccccc2)cc1
 : i, i, ., i, 2, -1, i, i, i, -9, 1
Cc1ccccc1OCC(=O)Nc1sc(C(=O)Nc2cccc(C)c2C)c(C)c1C#N
 : i, i, i, i, -4, 1, i, i, i, -11, 0
CN1CCN(S(=O)(=O)c2ccc3c(c2)NC(=O)C2CCCN32)CC1 (configuration not stated)
 : i, i, i, i, 0, -1, i, i, i, -4, 4
CC(CO)NCC12CC3CC(CC(C3)C1)C2 (configuration not stated)
 : i, i, i, i, -2, -2, i, i, i, -21, 1
COC(=O)C(O)(CC(=O)Nc1cccc(SC)c1)C(F)(F)F (configuration not stated)
 : i, i, i, i, -1, -1, i, i, i, -5, -3
CCS(=O)(=O)N1CCCC(C(=O)N2CCc3ccccc3C2)C1 (configuration not stated)
 : i, i, i, i, -1, 3, i, i, i, -11, -1
Cc1sc2nc(CSc3n[nH]c(N)n3)[nH]c(=O)c2c1C
 : i, i, i, i, 2, -4, i, i, i, 1, 3
NCCCC[C@@H](C(=O)NCCCCCCCCCCC(=O)N1CCNCC1)n1cc(CCO)nn1
 : ., ., i, i, -1, 4, ., ., ., ., 1
Cc1cc(C(=O)OCC(=O)N2CC(=O)Nc3ccccc32)c(C)n1-c1ccc(F)cc1
 : i, i, i, i, 0, -6, i, i, i, -7, -1
Cc1nn(-c2ccccc2)c(Cl)c1C(=O)N1CCN(C)CC1
 : i, i, ., i, -1, -5, i, i, i, -8, -1
CCn1c(C)cc(/C=C2/NC(=O)N(Cc3ccccc3F)C2=O)c1C
 : i, i, i, i, 1, -2, i, i, i, -9, 4
COC(=O)c1c(SCC(=O)NC2CCCCC2)[nH]c2ccccc2c1=O
 : i, i, i, i, 2, -1, i, i, i, -10, .

# Next part
# Each structure is followed by: RGS4 pot, KCNK9 block, PolyA inhibitor, KCNK3 block, GSK3beta inhib, Dyrk1A ADPGlo, KCNQ1 act, KCNQ1 inh, RGS4 block, hERG protect, GSK3A inh
Cc1ccc(S(=O)(=O)Nc2nonc2C)cc1
 : i, i, i, i, -3, -4, i, i, i, -15, -3
CC1CCCC(C)N1C(=S)SCC(=O)O (configuration not stated)
 : i, i, i, i, 2, -4, i, i, i, -7, -4
CSc1ccc(S(=O)(=O)N2CCC(C(=O)NCCN3CCOCC3)CC2)cc1
 : i, i, i, i, 4, 3, i, i, i, -12, 3
Cc1ccc2cc3cc(C(=O)NCCCN4CCCC4)oc3nc2c1
 : i, i, i, i, -20, 8, i, i, i, 0, 1
CCOC(=O)N1CCN(Cc2nc3ccc([N+](=O)[O-])cc3c(=O)n2-c2cccc(OC)c2)CC1
 : i, i, i, i, 0, -3, i, i, i, -11, -1
CO/N=C(/CS(=O)(=O)c1ccc(C)cc1)c1ccc(OC)cc1
 : i, i, i, i, 0, 1, i, i, i, -16, -1
Cc1cccc(C)c1NC(=S)N/N=C/c1ccc(C(=O)O)cc1
 : i, i, i, i, -4, 11, i, i, i, -14, -2
Nc1nnc(CC(=O)N/N=C/c2ccc([N+](=O)[O-])cc2)s1
 : i, i, i, i, -13, -3, i, i, i, -3, -1
CC(C)(CO)NCc1cccc(OCc2ccc(Cl)cc2)c1
 : i, i, i, i, -1, -2, i, i, i, -7, 0
Cc1cc(C)cc(OC(=O)CN2C(=O)c3ccccc3C2=O)c1
 : i, i, i, i, 1, -1, i, i, i, 1, -2
Cc1cc(C)n(-c2nc3ccccc3nc2N2CCOCC2)n1
 : i, i, i, i, -2, 6, i, i, i, -4, -2
Nc1ncn(C(=O)c2ccco2)n1
 : i, i, i, i, 3, 0, i, i, i, -8, -2
CCC(=O)OCC(=O)Nc1ncc(C(F)(F)F)cc1Cl
 : i, i, i, i, 3, -6, i, i, i, -8, 1
CCOC(=O)c1c(-c2cccs2)csc1NC(=O)CCCC(=O)O
 : i, i, i, i, 2, 6, i, i, i, -5, -3
COc1ccc(C(C(=O)NCCC(C)C)N(CCN2CCOCC2)C(=O)Cn2nnc3ccccc32)c(OC)c1 (configuration not stated)
 : i, i, i, i, 0, -2, i, i, i, -5, -5
CS(=O)(=O)c1ccc(Cl)c(NC(=O)CCc2ccccc2)c1
 : i, i, i, i, -1, -1, i, i, i, -7, -5
CN(C(=O)Cn1cc(C(F)(F)F)cc(Cl)c1=O)C1CCS(=O)(=O)C1 (configuration not stated)
 : i, i, i, i, 2, -5, i, i, i, -6, -2
COCCSc1ccccc1C(=O)Nc1nncs1
 : i, i, i, i, 4, -4, i, i, i, -4, -1
CC(C)(C)c1ccc(OCC(O)CSc2ncn[nH]2)cc1 (configuration not stated)
 : i, i, i, i, 5, -3, i, i, i, -2, -1
CC(N=c1ccccn1C(=O)Nc1cccc(C(F)(F)F)c1)c1ccco1 (configuration not stated)
 : i, i, i, i, -1, 7, i, 9*, i, -6, 1
CCOc1ccc(S(=O)(=O)N2CCC(C(=O)NC3CCCCC3)CC2)cc1
 : i, i, i, i, 0, -4, i, i, i, -9, 1
Cc1c(-c2cccs2)[n+](=O)c2c(n1[O-])CCCC2
 : i, i, i, i, 2, 1, i, i, i, -4, 0
NC(=S)N1OC[C@@H]2COc3ccc4ccccc4c3[C@@H]21
 : i, i, i, i, -1, 44, i, i, i, -4, 3
O=C(c1ccc(Cn2cc(Br)cn2)o1)N1N=C(C(F)F)CC1(O)C(F)F (configuration not stated)
 : i, i, i, i, -2, 4, i, i, i, -6, 1

# 4 of the compounds above, comma-delimited:
SMILES,RGS4 pot,KCNK9 block,PolyA inhibitor,KCNK3 block,GSK3beta inhib,Dyrk1A ADPGlo,KCNQ1 act,KCNQ1 inh,RGS4 block,hERG protect,GSK3A inh
Nc1ncn(C(=O)c2ccco2)n1,i,i,i,i,3,0,i,i,i,-8,-2
CCC(=O)OCC(=O)Nc1ncc(C(F)(F)F)cc1Cl,i,i,i,i,3,-6,i,i,i,-8,1
CCOC(=O)c1c(-c2cccs2)csc1NC(=O)CCCC(=O)O,i,i,i,i,2,6,i,i,i,-5,-3
COc1ccc(C(C(=O)NCCC(C)C)N(CCN2CCOCC2)C(=O)Cn2nnc3ccccc32)c(OC)c1 (configuration not stated),i,i,i,i,0,-2,i,i,i,-5,-5
